Source: PubChem
HTR5A ag = HTR5A agonists in luminescence cell assay, primary screen, counter-screen for OPRM1-OPRD1 heterodimer agonist project, full-deck HTS; 5-hydroxytryptamine receptor 5A (Homo sapiens), P47898; cell-based; activation, % at 9.3 µM; hit rate 0.61% among 340,000; in the data active means activation mostly above about 9.5%, no sharp cut-off; inactive means mostly below about 7.6%;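 further: 0% = cells with vehicle only and 100% = reference agonist; strong numbers were not always called active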
Target sequence (P47898 whole entry, looked up): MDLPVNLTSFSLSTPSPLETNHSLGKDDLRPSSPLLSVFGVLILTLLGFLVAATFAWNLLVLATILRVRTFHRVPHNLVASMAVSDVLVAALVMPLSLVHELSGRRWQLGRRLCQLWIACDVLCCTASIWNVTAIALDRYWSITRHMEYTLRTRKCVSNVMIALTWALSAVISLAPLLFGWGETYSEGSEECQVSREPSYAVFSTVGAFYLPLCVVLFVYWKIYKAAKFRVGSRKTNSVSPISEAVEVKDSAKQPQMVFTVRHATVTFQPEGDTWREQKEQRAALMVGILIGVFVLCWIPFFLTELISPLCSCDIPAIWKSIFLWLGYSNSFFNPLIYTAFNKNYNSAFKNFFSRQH
RTF Ca sens act = cardiac RTF calcium sensitivity activators, primary screen, biochemical, IANBD-TnC fluorescence, EC20 calcium; activation, % at 7.2 µM; Troponin I, cardiac muscle (Homo sapiens) + Troponin T, cardiac muscle (Homo sapiens) + …; hit rate 0.24% among 340,000; IANBD-labeled TnC RTF fluorescence at EC20 calcium; 0% EC20 calcium, 100% full calcium;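 active means activation above the mean over all tested compounds plus 3 SD, cut at about 30% in these data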;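 further: rise in fluorescence read as greater calcium sensitivity of cardiac thin filaments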
OPRM1-OPRD1 inv = inverse agonists of MOR-DOR heterodimerization, primary screen, cell-based, luminescence. hit rate 0.21% among 340,000. inhibition, % at 9.3 µM. cell-based MOR-DOR heterodimer luminescence, inverse agonism; in the data active means inhibition above about 22%, passing the limit was not always enough;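 further: 0% = cells with DMSO and 100% = wells without cells with DMSO; values of inactives mirror those of a sister screen read the other way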
CAL PDZ FP = untagged CAL PDZ binding inhibitors, primary screen, biochemical, fluorescence polarization, HTS; purified CAL PDZ, TMR-peptide fluorescence polarization, 1 h; Golgi-associated PDZ and coiled-coil motif-containing protein (Homo sapiens), Q9HD26; inhibition, % at 24.9 µM; hit rate 0.92% among 300,000;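 active means mean inhibition of at least 30% with at least half of replicates also reaching 30%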;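 further: 0% = DMSO neutral control and 100% = excess unlabeled competitor peptide PRC23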
C-LANA FP = inhibitors of KSHV C-LANA binding to DNA, primary screen, biochemical, fluorescence polarization, FAM-LBS DNA, MBP-C-LANA, single point; AID 504423, 2011; inhibition, % at 9 µM; hit rate 0.078% among 340,000;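 active means highest replicate inhibition at or above 60% at 9 µM, even if other replicates fall short; inactive means all replicates below 60% inhibition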;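 further: 0% = neutral control wells and 100% = 4 µM acridine orange control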
HTR5A inv ctr = HTR5A inverse agonists in luminescence cell assay, primary screen, counter-screen for OPRM1-OPRD1 heterodimer inverse agonist project, full-deck HTS; 5-hydroxytryptamine receptor 5A (Homo sapiens), P47898; HTR5A cell line, inverse agonism; inhibition, % at 9.3 µM; hit rate 0.083% among 340,000; AID 504634, 2011; in the data active means inhibition mostly above about 23%, no sharp cut-off; inactive means mostly below about 18%;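 further: 0% = cells with DMSO and 100% = no-cell wells with DMSO; some compounds called inactive have numbers as strong as hits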
MOR-DOR ag = agonists of OPRM1-OPRD1 heterodimerization, primary screen, cell-based, luminescence. Mu-type opioid receptor (Homo sapiens) + Delta-type opioid receptor (Homo sapiens), …. hit rate 0.3% among 340,000. cells. activation, % at 9.3 µM. AID 504326, 2011; in the data active means activation above about 18%;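 further: 0% = vehicle-treated cells and 100% = reference agonist; values of inactives mirror those of a sister screen read the other way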
Keap1-Nrf2 PPI = Keap1-Nrf2 protein-protein interaction inhibitors, primary screen, biochemical, fluorescence polarization, single point. Kelch-like ECH-associated protein 1 (Homo sapiens), Q14145. Keap1 Kelch-Nrf2 peptide fluorescence polarization, 1536-well. inhibition, % at 9.4 µM. hit rate 0.15% among 340,000; in the data active means inhibition above about 12%;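 further: human Keap1 Kelch domain with fluorescein labeled Nrf2 9mer peptide probe; 0% = neutral control wells and 100% = peptide positive control; higher means more block of Keap1 binding to Nrf2 peptide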
Target sequence (Q14145 whole entry, looked up, the tested form may be a part): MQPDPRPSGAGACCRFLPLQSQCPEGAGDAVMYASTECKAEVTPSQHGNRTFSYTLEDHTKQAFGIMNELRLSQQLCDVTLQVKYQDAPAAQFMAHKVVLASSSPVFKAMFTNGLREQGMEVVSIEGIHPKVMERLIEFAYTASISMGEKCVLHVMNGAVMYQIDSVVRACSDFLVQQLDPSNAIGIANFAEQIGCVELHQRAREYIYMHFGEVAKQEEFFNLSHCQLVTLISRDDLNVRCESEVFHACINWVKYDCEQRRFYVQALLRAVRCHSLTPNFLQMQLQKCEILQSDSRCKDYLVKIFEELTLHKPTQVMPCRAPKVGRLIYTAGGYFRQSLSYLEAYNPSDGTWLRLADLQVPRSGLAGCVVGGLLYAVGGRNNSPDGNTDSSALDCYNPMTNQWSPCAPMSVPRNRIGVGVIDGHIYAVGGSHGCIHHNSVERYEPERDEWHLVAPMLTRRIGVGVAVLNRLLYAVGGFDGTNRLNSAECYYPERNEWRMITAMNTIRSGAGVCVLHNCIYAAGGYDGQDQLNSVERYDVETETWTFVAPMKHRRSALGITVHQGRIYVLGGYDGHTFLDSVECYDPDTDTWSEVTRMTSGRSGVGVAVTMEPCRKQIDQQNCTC
RTF Ca sens inh = cardiac RTF calcium sensitivity inhibitors, primary screen, biochemical, IANBD-TnC fluorescence, EC70 calcium; Troponin I, cardiac muscle (Homo sapiens) + Troponin T, cardiac muscle (Homo sapiens) + …; AID 493244, 2011; IANBD-labeled cardiac RTF, Ca2+ fluorescence; inhibition, % at 7.15 µM; hit rate 0.12% among 340,000;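 active means inhibition above the mean inhibition of all tested compounds plus 3 SD, cut at about 17% in these data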;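 further: assay run at fixed EC70 calcium of 1.6 mM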
V-ATPase pH = regulators of yeast V-ATPase proton pumping, primary screen, pHLuorin cytosolic pH fluorescence; S. cerevisiae; response, % at 10 µM; hit rate 0.37% among 350,000; AID 504577, 2011; in the data active means response mostly above about 7.3%, no sharp cut-off; inactive means mostly below about 5.4%; further: actives read high; inactives centre near 0; some compounds called inactive have numbers as strong as hits; reference of the scale not given here
* hit, by the source's call.

Results for CSc1ccc(S(=O)(=O)NC2CC3CCC2C3)cc1 (stereo unspecified) ?
HTR5A ag: 1; RTF Ca sens act: -2; OPRM1-OPRD1 inv: -8; CAL PDZ FP: -2; C-LANA FP: -0.2; HTR5A inv ctr: 18; MOR-DOR ag: 1.6; Keap1-Nrf2 PPI: 1; RTF Ca sens inh: -5; V-ATPase pH: -3

How did CCOC(=O)c1[nH]ncc1CN1CCCC(C(=O)c2cccc3ccccc23)C1 (stereo unspecified) do in these assays?
HTR5A ag: 3; RTF Ca sens act: -2; OPRM1-OPRD1 inv: -27; CAL PDZ FP: 4; C-LANA FP: -1.8; HTR5A inv ctr: -23; MOR-DOR ag: 3.8; Keap1-Nrf2 PPI: -2; RTF Ca sens inh: -5; V-ATPase pH: 0

Results for CC(=O)Nc1ccc(S(=O)(=O)NC2(C(F)(F)F)NC(=O)N(CC(C)C)C2=O)cc1 (stereo unspecified) ?
HTR5A ag: -2; RTF Ca sens act: -6; OPRM1-OPRD1 inv: 11; CAL PDZ FP: -5; C-LANA FP: -3.3; HTR5A inv ctr: 6; MOR-DOR ag: -1.9; Keap1-Nrf2 PPI: 1; RTF Ca sens inh: -1; V-ATPase pH: 1

What do the screens show for `COc1cc(-c2nc3c[n+](CC(=O)c4ccccc4)ccc3n2C)cc(OC)c1OC`?
HTR5A ag: 2; RTF Ca sens act: -1; OPRM1-OPRD1 inv: 10; CAL PDZ FP: -2; C-LANA FP: -1.1; HTR5A inv ctr: -7; MOR-DOR ag: -1.9; Keap1-Nrf2 PPI: 2; RTF Ca sens inh: -4; V-ATPase pH: 0

Results for O=C(CCC(=O)N(CC(=O)NC1CCCCC1)c1ccccc1F)Nc1nccs1 ?
HTR5A ag: -3; RTF Ca sens act: 1; OPRM1-OPRD1 inv: 11; CAL PDZ FP: -5; C-LANA FP: 0.8; HTR5A inv ctr: -4; MOR-DOR ag: -1.6; Keap1-Nrf2 PPI: 1; RTF Ca sens inh: 13; V-ATPase pH: -1

Results for COCCN(CCOC)C(=O)CN1C(=O)NC2(CCCc3sccc32)C1=O (stereo unspecified) ?
HTR5A ag: 4; RTF Ca sens act: -5; OPRM1-OPRD1 inv: -6; CAL PDZ FP: -3; C-LANA FP: -0.5; HTR5A inv ctr: -11; MOR-DOR ag: 0.7; Keap1-Nrf2 PPI: 1; RTF Ca sens inh: -5; V-ATPase pH: -6

Results for O=C(Nc1cccc(S(=O)(=O)N2CCOCC2)c1)c1cc([N+](=O)[O-])ccc1N1CCOCC1 ?
HTR5A ag: 6; RTF Ca sens act: -4; OPRM1-OPRD1 inv: 10; CAL PDZ FP: 1; C-LANA FP: -0.1; HTR5A inv ctr: -18; MOR-DOR ag: -1.5; Keap1-Nrf2 PPI: 2; RTF Ca sens inh: -2; V-ATPase pH: 0

What do the screens show for `CCCc1cc(=O)[nH]c(SCC(=O)Nc2sc3c(c2C#N)CCCC3)n1`?
HTR5A ag: -2; RTF Ca sens act: -5; OPRM1-OPRD1 inv: 11; CAL PDZ FP: -9; C-LANA FP: 1.2; HTR5A inv ctr: -2; MOR-DOR ag: -2.1; Keap1-Nrf2 PPI: 2; RTF Ca sens inh: -3; V-ATPase pH: -2

How did O=C(O)CCCN1C(=O)/C(=C\c2ccccc2OCc2ccccc2)SC1=S do in these assays?
HTR5A ag: 3; RTF Ca sens act: -3; OPRM1-OPRD1 inv: -15; C-LANA FP: 1.5; HTR5A inv ctr: -8; MOR-DOR ag: 2.0; Keap1-Nrf2 PPI: -1; RTF Ca sens inh: 4; V-ATPase pH: -1

What do the screens show for `CCCCN(C(=O)C1CC(=O)N(c2ccc3c(c2)OCCO3)C1)c1c(N)n(CC(C)C)c(=O)[nH]c1=O` (stereo unspecified)?
HTR5A ag: 3; RTF Ca sens act: 4; OPRM1-OPRD1 inv: 8; C-LANA FP: 0.1; HTR5A inv ctr: -7; MOR-DOR ag: -1.6; Keap1-Nrf2 PPI: -8; RTF Ca sens inh: -11; V-ATPase pH: -8

Results for COc1ccc(CN2CCN(C(=O)c3cccs3)CC2)c(OC)c1OC ?
HTR5A ag: -9; RTF Ca sens act: -5; OPRM1-OPRD1 inv: 14; CAL PDZ FP: -2; C-LANA FP: 1.3; HTR5A inv ctr: 9; MOR-DOR ag: -2.4; Keap1-Nrf2 PPI: -6; RTF Ca sens inh: 6; V-ATPase pH: -1

What do the screens show for `COC(=O)c1cc(S(=O)(=O)Nc2c(C)cccc2C)cn1C`?
HTR5A ag: 3; RTF Ca sens act: 3; OPRM1-OPRD1 inv: 8; C-LANA FP: 0.7; HTR5A inv ctr: -9; MOR-DOR ag: -1.3; Keap1-Nrf2 PPI: 5; RTF Ca sens inh: -7; V-ATPase pH: -1

How did O=C(CNC(=O)c1ccccc1)N/N=C/c1cc(Br)ccc1O do in these assays?
HTR5A ag: 1; RTF Ca sens act: 3; OPRM1-OPRD1 inv: 2; CAL PDZ FP: -3; C-LANA FP: 0.0; HTR5A inv ctr: 14; MOR-DOR ag: -0.4; Keap1-Nrf2 PPI: -4; RTF Ca sens inh: 1; V-ATPase pH: -2

What do the screens show for `Cc1ccc(OCC(=O)N/N=C/c2cccnc2)cc1`?
HTR5A ag: 5; RTF Ca sens act: 2; OPRM1-OPRD1 inv: 16; CAL PDZ FP: -1; C-LANA FP: 3.4; HTR5A inv ctr: -16; MOR-DOR ag: -3.1; Keap1-Nrf2 PPI: 6; RTF Ca sens inh: -4; V-ATPase pH: -1

How did N/C(=N\OC(=O)Cc1ccccc1)c1ccc([N+](=O)[O-])cc1 do in these assays?
HTR5A ag: -2; RTF Ca sens act: -9; OPRM1-OPRD1 inv: -23; CAL PDZ FP: -4; C-LANA FP: 1.3; HTR5A inv ctr: -4; MOR-DOR ag: 4.8; Keap1-Nrf2 PPI: -1; RTF Ca sens inh: 12; V-ATPase pH: -2

What do the screens show for `Cc1cccc(CCNC(=O)C2CCN(S(=O)(=O)c3c(C)noc3C)CC2)c1`?
HTR5A ag: -2; RTF Ca sens act: 3; OPRM1-OPRD1 inv: -4; CAL PDZ FP: -1; C-LANA FP: -2.7; HTR5A inv ctr: 6; MOR-DOR ag: 0.7; Keap1-Nrf2 PPI: -3; RTF Ca sens inh: -3; V-ATPase pH: 3

What do the screens show for `CCN1C(=O)[C@H]2[C@@H](c3ccc(-c4ccc(F)cc4)c(OC)c3)N3CCC[C@@]3(C(=O)OC)[C@H]2C1=O`?
HTR5A ag: 6; RTF Ca sens act: -3; OPRM1-OPRD1 inv: 8; CAL PDZ FP: -3; C-LANA FP: -2.6; HTR5A inv ctr: -17; MOR-DOR ag: -1.7; Keap1-Nrf2 PPI: -10; RTF Ca sens inh: -8; V-ATPase pH: -1

How did COc1ccccc1/C=C/C(=O)OCC(=O)Nc1ccccc1Sc1ccccc1 do in these assays?
HTR5A ag: 0; RTF Ca sens act: -3; OPRM1-OPRD1 inv: 8; CAL PDZ FP: 2; C-LANA FP: 0.6; HTR5A inv ctr: -38; MOR-DOR ag: -1.8; Keap1-Nrf2 PPI: -4; RTF Ca sens inh: -1; V-ATPase pH: 0

Results for Cc1nc2c(-c3ccc(F)cc3)c(C)nn2c(C)c1CCC(=O)NCCN1CCOCC1 ?
HTR5A ag: 2; RTF Ca sens act: 10; OPRM1-OPRD1 inv: 3; C-LANA FP: 0.6; HTR5A inv ctr: -5; MOR-DOR ag: -0.4; Keap1-Nrf2 PPI: -5; RTF Ca sens inh: -1; V-ATPase pH: 4

Results for O=C1c2ccccc2C(=O)N1c1ncn[nH]1 ?
HTR5A ag: 0; RTF Ca sens act: 1; OPRM1-OPRD1 inv: 11; CAL PDZ FP: -1; C-LANA FP: 0.1; HTR5A inv ctr: -36; MOR-DOR ag: -2.1; Keap1-Nrf2 PPI: 0; RTF Ca sens inh: -16; V-ATPase pH: -3

An excerpt from above in order of count of non-hydrogen atoms, rising:
How did COc1ccccc1/C=C/C(=O)OCC(=O)Nc1ccccc1Sc1ccccc1 do in these assays?
HTR5A ag: 0; RTF Ca sens act: -3; OPRM1-OPRD1 inv: 8; CAL PDZ FP: 2; C-LANA FP: 0.6; HTR5A inv ctr: -38; MOR-DOR ag: -1.8; Keap1-Nrf2 PPI: -4; RTF Ca sens inh: -1; V-ATPase pH: 0

Results for Cc1nc2c(-c3ccc(F)cc3)c(C)nn2c(C)c1CCC(=O)NCCN1CCOCC1 ?
HTR5A ag: 2; RTF Ca sens act: 10; OPRM1-OPRD1 inv: 3; C-LANA FP: 0.6; HTR5A inv ctr: -5; MOR-DOR ag: -0.4; Keap1-Nrf2 PPI: -5; RTF Ca sens inh: -1; V-ATPase pH: 4

What do the screens show for `CCN1C(=O)[C@H]2[C@@H](c3ccc(-c4ccc(F)cc4)c(OC)c3)N3CCC[C@@]3(C(=O)OC)[C@H]2C1=O`?
HTR5A ag: 6; RTF Ca sens act: -3; OPRM1-OPRD1 inv: 8; CAL PDZ FP: -3; C-LANA FP: -2.6; HTR5A inv ctr: -17; MOR-DOR ag: -1.7; Keap1-Nrf2 PPI: -10; RTF Ca sens inh: -8; V-ATPase pH: -1

(list continues)
What do the screens show for `COc1ccc(CNS(=O)(=O)c2ccc3c(c2)N(C(C)=O)CC(C)S3)cc1` (stereo unspecified)?
HTR5A ag: 0; RTF Ca sens act: -6; OPRM1-OPRD1 inv: 8; CAL PDZ FP: 1; C-LANA FP: 0.6; HTR5A inv ctr: -18; MOR-DOR ag: -1.6; Keap1-Nrf2 PPI: -1; RTF Ca sens inh: 4; V-ATPase pH: -1

How did CN(C)c1cccc(C(=O)OCC(=O)NC2CCCC2)c1 do in these assays?
HTR5A ag: 1; RTF Ca sens act: 2; OPRM1-OPRD1 inv: 6; CAL PDZ FP: -1; C-LANA FP: 0.0; HTR5A inv ctr: -2; MOR-DOR ag: -1.1; Keap1-Nrf2 PPI: -3; RTF Ca sens inh: -9; V-ATPase pH: -3

What do the screens show for `CCOC(=O)c1c(C)[nH]c(C(=O)COC(=O)COc2ccc(OC)cc2)c1C`?
HTR5A ag: 0; RTF Ca sens act: -4; OPRM1-OPRD1 inv: -13; CAL PDZ FP: 4; C-LANA FP: -0.1; HTR5A inv ctr: 0; MOR-DOR ag: 1.8; Keap1-Nrf2 PPI: -5; RTF Ca sens inh: -36; V-ATPase pH: -2

Results for Cc1c(NC(=O)c2ccc(N3C(=O)C4C5C=CC(C5)C4C3=O)cc2)c(=O)n(-c2ccccc2)n1C (stereo unspecified) ?
HTR5A ag: 5; RTF Ca sens act: 2; OPRM1-OPRD1 inv: 16; CAL PDZ FP: 1; C-LANA FP: -0.6; HTR5A inv ctr: -13; MOR-DOR ag: -2.6; Keap1-Nrf2 PPI: 3; RTF Ca sens inh: -10; V-ATPase pH: -1
